Assay outcomes from PubChem.
STAT3 blocker = IL-6 driven STAT3 reporter inhibitors, primary screen, U3A cells, luciferase, luminescence, MLSCN library | 190,000 compounds, 0.89% hits | inhibition, % at 5.5 µM | AID 862, 2007 | IL-6 STAT3-luciferase reporter; host cell line lacks STAT1;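 active means inhibition above the mean inhibition across all screened compounds plus 3 SD, cut at about 44% in these data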;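 further: 0% = DMSO only wells and 100% = 100 µM nifuroxazide control wells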
ROMK primary = ROMK potassium channel modulators, primary screen, cell-based, thallium flux, MLSMR library; B-score at 10 µM; Tet-inducible ROMK, thallium flux fluorescence; actives lie on both sides; ATP-sensitive inward rectifier potassium channel 1 (Homo sapiens), P48048; 130,000 compounds, 2% hits;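 active means signal ratio slope over the read window, or its plate-corrected B-score, at least 3 SD from the plate mean, either direction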;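 further: B-score of the F/F0 ratio slope over 7 to 12 s after thallium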
Target sequence (P48048 whole entry, looked up): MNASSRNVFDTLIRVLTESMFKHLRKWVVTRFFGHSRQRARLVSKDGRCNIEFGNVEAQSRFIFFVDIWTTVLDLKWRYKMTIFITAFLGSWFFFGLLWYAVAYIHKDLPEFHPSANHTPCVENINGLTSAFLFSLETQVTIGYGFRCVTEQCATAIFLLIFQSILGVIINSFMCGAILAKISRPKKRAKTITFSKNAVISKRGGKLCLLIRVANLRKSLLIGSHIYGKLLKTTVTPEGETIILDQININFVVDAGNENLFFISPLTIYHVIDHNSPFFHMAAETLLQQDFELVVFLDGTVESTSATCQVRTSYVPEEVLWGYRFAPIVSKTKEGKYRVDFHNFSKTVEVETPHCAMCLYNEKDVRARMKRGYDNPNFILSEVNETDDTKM
TR-FRET SRC-2 ct = TR-FRET signal artefacts, primary screen, artefact control for PPARgamma SRC-2 agonist project, biochemical | TR-FRET artefact counter-screen; active compounds read high | TR-FRET ratio at 8 µM | 200,000 compounds, 0.4% hits | AID 1049, 2008; in the data active means TR-FRET ratio above about 2000; further: inactives centre near 1500
bIAP act = bovine intestinal alkaline phosphatase activators, primary screen, biochemical, bovine IAP, CDP-star luminescence; purified bovine IAP, 30 min; active compounds read high; fold of DMSO-control signal, blank-subtracted; activation factor at 20 µM; 200,000 compounds, 0.17% hits;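 active means activation factor of 2 or more at 20 µM, a signal rise over negative controls twice the positive control's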
PPARg SRC-1 ag = PPARgamma agonists recruiting SRC-1 coactivator, primary screen, biochemical; Peroxisome proliferator-activated receptor gamma (Homo sapiens), P37231; PPARgamma-SRC-1 coactivator recruitment biochemical assay; activation, % at 8 µM; 200,000 compounds, 0.41% hits; in the data active means activation above about 19%;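 further: 0% = DMSO and 100% = reference agonist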
PPARg SRC-3 ag = PPARgamma agonists recruiting SRC-3 coactivator, primary screen, biochemical. biochemical PPARgamma/SRC-3 coactivator recruitment assay. 200,000 compounds, 0.26% hits. activation, % at 8 µM; in the data active means activation above about 23%;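 further: 0% = DMSO and 100% = reference agonist; some compounds past the cut are filed as inactive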
PPARg SRC-2 ag = agonists of PPARg-SRC-2 recruitment, primary screen, biochemical, HTS; activation, % at 8 µM; 200,000 compounds, 0.34% hits; Peroxisome proliferator-activated receptor gamma (Homo sapiens), P37231; PPARgamma LBD-SRC-2 recruitment; in the data active means activation above about 22%;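 further: 0% = vehicle and 100% = reference agonist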
bIAP inh = bovine intestinal alkaline phosphatase inhibitors, primary screen, selectivity assay for TNAP inhibitor project, biochemical, bovine IAP, CDP-star luminescence. purified bovine IAP, 30 min. inhibition, % at 20 µM. 190,000 tested, under 10 active. AID 1019, 2008;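 active means over 50% inhibition of intestinal alkaline phosphatase at 20 µM in the single-dose screen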
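Assay system – bovine IAP enzyme · Quantity – bovine IAP at 1/65,000,000 final dilution · Detection – CDP-star luminescence signal · Times – 30 min reaction at room temperature · Also added – CDP-star substrate at 30 µM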
TNAP act hi DEA = TNAP activators at high phosphate acceptor level, primary screen, biochemical, luminescence, uHTS. 200,000 tested, under 10 active. AID 1136, 2008. activation factor at 20 µM. purified TNAP, CDP-star luminescence, 1 M DEA, 30 min; active compounds read high; 0 = EDTA background, 1 = DMSO-only activity. Alkaline phosphatase, tissue-nonspecific isozyme (Homo sapiens), P05186;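 active means activation factor at least 2 at 20 µM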
Target sequence (P05186 whole entry, looked up): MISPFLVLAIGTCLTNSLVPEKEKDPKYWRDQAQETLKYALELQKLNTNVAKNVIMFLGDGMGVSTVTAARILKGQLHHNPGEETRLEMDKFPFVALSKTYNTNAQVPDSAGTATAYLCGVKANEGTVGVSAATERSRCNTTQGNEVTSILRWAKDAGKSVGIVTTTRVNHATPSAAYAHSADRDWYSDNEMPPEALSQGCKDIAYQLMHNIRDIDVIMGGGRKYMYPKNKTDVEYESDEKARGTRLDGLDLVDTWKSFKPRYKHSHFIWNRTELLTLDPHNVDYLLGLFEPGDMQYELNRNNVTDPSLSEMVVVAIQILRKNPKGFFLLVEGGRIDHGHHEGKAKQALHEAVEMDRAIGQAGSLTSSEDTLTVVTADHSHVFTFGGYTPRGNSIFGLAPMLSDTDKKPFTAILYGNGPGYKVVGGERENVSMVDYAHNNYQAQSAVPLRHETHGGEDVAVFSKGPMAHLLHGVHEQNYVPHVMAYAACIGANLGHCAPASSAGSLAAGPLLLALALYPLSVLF
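Control set: EDTA negative control, DMSO positive control / Assay system: human TNAP / Quantity: TNAP 1/800 final / Evaluation: TNAP activation factor scaled between EDTA and DMSO control wells / Measured by: luminescent substrate turnover signal / Compound dosing: one dose, 20 µM / Times: 30 min enzyme reaction at room temperature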
STAT3 activator = IL-6 driven STAT3 reporter potentiators, primary screen, U3A cells, luciferase, luminescence, MLSCN library; IL-6 STAT3-luciferase reporter; 100% = signal with IL-6 EC80 alone; activation (% of control), % at 5.6 µM; 190,000 compounds, 0.91% hits; AID 871, 2007;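 active means activation above the screen-wide mean of compound activation plus 3 SD, cut at about 130% in these data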;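 further: 0% = background luminescence of wells with medium and substrate only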
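System – human U3A cells carrying STAT3-luciferase construct · Probe or stimulus – Interleukin-6, 33 ng/mL · Schedule – compound 1 h, then IL-6 6 h at 37 °C · Signal – luminescence from STAT3-driven luciferase reporter · Evaluation – percent of IL-6-only median luminescence · Benchmarks – IL-6-only high control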
STAT1 blocker = STAT1 signaling inhibitors, primary screen, cell-based, HTS, luciferase reporter; NIH 3T3 STAT1-luciferase reporter, IFN-gamma, luminescence; inhibition, % at 5.5 µM; 200,000 compounds, 0.35% hits; AID 920, 2007;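 active means inhibition above a set limit, the mean inhibition across all tested compounds plus 3 SD, cut at about 34% in these data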;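 further: 0% = IFN-gamma with DMSO and 100% = IFN-gamma with 300 µM nifuroxazide; values of inactives mirror those of a sister screen read the other way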
The depositor's hits bear a star; . = no result given.

The first 3 compounds, ahead of the listing:
smiles | PPARg SRC-1 ag | TNAP act hi DEA | PPARg SRC-2 ag | STAT3 activator | ROMK primary | TR-FRET SRC-2 ct | STAT1 blocker | bIAP act | bIAP inh | PPARg SRC-3 ag | STAT3 blocker
COc1ccccc1NC(C#N)c1ccccc1OCc1ccccc1 (centres undefined) | -1 | 1 | -5 | 93 | . | 1580 | 1 | 1.4 | -41 | -4 | 11
N/C(=N\OC(=O)c1ccc(F)cc1)c1nonc1N | 5 | 1 | 0 | 98 | -0.21 | 1733 | -24 | 1 | 1 | 5 | 0
CC(=O)Nc1ccc(C(=O)OCC(=O)Nc2ccccc2F)cc1 | 10 | 1 | 0 | 99 | -0.45 | 1561 | -14 | 1 | -4 | 4 | 3

All compounds of this part (from the top)
smiles | PPARg SRC-1 ag | TNAP act hi DEA | PPARg SRC-2 ag | STAT3 activator | ROMK primary | TR-FRET SRC-2 ct | STAT1 blocker | bIAP act | bIAP inh | PPARg SRC-3 ag | STAT3 blocker
COc1ccccc1NC(C#N)c1ccccc1OCc1ccccc1 (centres undefined) | -1 | 1 | -5 | 93 | . | 1580 | 1 | 1.4 | -41 | -4 | 11
N/C(=N\OC(=O)c1ccc(F)cc1)c1nonc1N | 5 | 1 | 0 | 98 | -0.21 | 1733 | -24 | 1 | 1 | 5 | 0
CC(=O)Nc1ccc(C(=O)OCC(=O)Nc2ccccc2F)cc1 | 10 | 1 | 0 | 99 | -0.45 | 1561 | -14 | 1 | -4 | 4 | 3
O=C(Cc1ccccc1)Nc1ccc(NC(=O)C2CCCCC2)nc1 | 5 | 1 | 6 | 100 | 0.24 | 1689 | -1 | 1.1 | -8 | -1 | 2
COc1cccc(-c2nn(-c3ccccc3)cc2/C=C(\C#N)C(=O)NCCCn2ccnc2)c1 | -6 | 1 | -4 | 86 | . | 1335 | -7 | 1.1 | -10 | 1 | 15
COc1ccc(-c2nnc(SCc3ccccc3F)o2)cc1 | -2 | 1 | 3 | 101 | . | 1474 | -46 | 0.8 | 20 | 3 | 1
O=C(c1ccc(Br)cc1)N1CCN(S(=O)(=O)c2ccccc2)CC1 | -7 | 1 | 7 | 98 | . | 1402 | -1 | 1 | 2 | -3 | 8
O=C(Cc1ccccc1[N+](=O)[O-])NCCSCc1c(F)cccc1Cl | 6 | 1 | 1 | 113 | . | 1622 | 0 | 1 | 3 | 3 | -16
N#Cc1nc(-c2ccc(OCc3ccccc3)cc2)oc1N1CCC(C(N)=O)CC1 | 8 | 1 | -8 | 94 | 0.13 | 1453 | -5 | 0.9 | 10 | 2 | 11
NNC(=O)CCN1CCN(C(c2ccccc2)c2ccccc2)CC1 | 2 | 1 | -10 | 99 | -1.6 | 1345 | -5 | 1 | -3 | -2 | 9
COc1ccc(NC(=O)/C=C/c2cccc(F)c2)cn1 | -6 | 1 | -1 | 101 | -0.019 | 1488 | -53 | 1 | 1 | 2 | -1
CCCCn1c(=S)[nH]c2cc(S(=O)(=O)N3CCCCC3)ccc21 | 8 | 1.1 | 10 | 100 | -0.074 | 1512 | 2 | 1 | 2 | 1 | -2
CNC(=S)N(C)[C@H]1c2c(ccc3ccccc23)OC[C@H]1CO | 2 | 1 | -1 | 103 | -0.73 | 1567 | -2 | 1.1 | -6 | -6 | -1
CCn1cc([N+](=O)[O-])c(C(=O)N2N=C(c3ccccc3)CC2c2ccc([N+](=O)[O-])cc2)n1 (centres undefined) | -4 | 1 | -2 | 81 | -0.93 | 1289 | -2 | 0.8 | 18 | -7 | 26
O=C(Cc1ccc(Cl)c(Cl)c1)Nc1cccc2ncccc12 | 6 | 1 | -2 | 87 | -3.8 | 1741 | 11 | 0.9 | 8 | 5 | 20
COCCN(C(=O)CCl)C(C(=O)NC1CCCCC1)c1ccccc1C (centres undefined) | 6 | 1 | 8 | 99 | -0.84 | 1696 | 21 | 1 | 1 | 5 | 1
S=c1[nH]nc(CCc2nc3ccccc3[nH]2)n1-c1ccccc1 | 3 | 1 | 7 | 109 | 0.93 | 1636 | 6 | 1.5 | -47 | 0 | -8
O=C(CCc1ccccc1)NCCc1nc2ccccc2[nH]1 | -5 | 1 | 1 | 114 | 0.84 | 1487 | 1 | 1.1 | -13 | 1 | -16
Cc1ccc(CSCC(=O)NN=C2CCN(C)CC2)cc1 | 8 | 1.1 | 5 | 100 | 0.91 | 1713 | 10 | 0.9 | 12 | 5 | 0
CCOC(=O)COn1c(SCC(=O)OCC)nc2ccccc2c1=O | 1 | 1.1 | 1 | 98 | 0.6 | 1384 | 0 | 0.9 | 9 | 3 | 3
CC(C)C[C@H](NC(=O)c1nc[nH]c1C(=O)NCc1ccccc1)C(=O)OC(C)(C)C | 8 | 1 | 2 | . | . | 1669 | 4 | 1 | -4 | 1 | .
COc1ccc(CCNC(=O)Cn2nnc(-c3ccc(N4CCOCC4)cc3)n2)cc1OC | 8 | 1.1 | 15 | 99 | . | 1599 | -6 | 0.9 | 13 | 7 | 6
O=C(Nc1ccccc1C(F)(F)F)c1c(F)cccc1Cl | 4 | 1 | 10 | 100 | -1.1 | 1527 | -5 | 1.2 | -19 | 4 | 7
N#CC(C#N)=Cc1cccn1-c1ccc(S(N)(=O)=O)cc1 | 9 | 1 | -1 | 97 | 0.48 | 1727 | 16 | 1.3 | -25 | 1 | 9
COc1ccc(C(=O)NNC(=O)CSc2nnc(C)n2CC2CCCO2)cc1 (centres undefined) | 14 | 1 | 14 | 94 | -0.037 | 1758 | 0 | 1.3 | -25 | 4 | 14
CN1CCN(C(=O)C2=C[C@H](c3ccc4c(c3)OCO4)C[C@H](OCc3ccc(CO)cc3)O2)CC1 | 6 | 1 | 0 | . | . | 1390 | 1 | 1 | -4 | -4 | .
CC(C)NS(=O)(=O)c1ccc(NC(=O)C2CC3C=CC2C3)cc1 (centres undefined) | 12 | 1 | 5 | 99 | . | 1535 | 3 | 1 | -1 | 3 | 10
CCN(CCCNC(=O)CC(C(=O)N1CCc2ccccc21)n1ccnc1)c1cccc(C)c1 (centres undefined) | 4 | 1.1 | -3 | 107 | -1.9 | 1436 | -7 | 1.2 | -16 | -6 | -6
COc1ccc(CSCCc2n[nH]c(=S)n2-c2ccccc2)cc1C | 1 | 1 | 5 | 105 | . | 1322 | 2 | 0.7 | 27 | 5 | -6
O=C1N/C(=N/Nc2ccccc2)S/C1=C\c1ccccc1 | 2 | 0.9 | 10 | 109 | . | 1576 | 6 | 1 | -1 | 16 | -6
COc1ccc(N2CCN(C(=O)CN(c3ccc(Br)cc3)S(C)(=O)=O)CC2)cc1 | -4 | 1 | -5 | 100 | 0.27 | 1403 | 5 | 1 | 2 | 3 | 1
O=C(CCn1c(=O)oc2ccccc21)NC1=NCCS1 | 0 | 1 | 3 | 102 | . | 1590 | -1 | 0.7 | 32 | 7 | -3
COc1ccc(NC(C)c2cc(Cl)ccc2O)cc1 (centres undefined) | 0 | 1 | 6 | 104 | . | 1550 | -3 | 1 | 5 | 3 | 0
CC(C)C(=O)NC(=S)Nc1ccccc1C(=O)NC1CCCCC1 | 5 | 1 | 2 | 100 | 1 | 1624 | -1 | 0.9 | 14 | 6 | 3
CCCCn1c(SCC(=O)N(CC)C2CCS(=O)(=O)C2)nc2cc(S(N)(=O)=O)ccc21 (centres undefined) | 8 | 1 | -3 | 96 | -0.2 | 1552 | 3 | 1.2 | -22 | 2 | 7
Cc1ccc(C2NC(=O)c3ccccc3N2)s1 (centres undefined) | 8 | 1 | 5 | 92 | . | 1453 | -24 | 0.9 | 11 | -6 | 13
CCCN(CCC)CCOc1cc(C)ccc1C(C)C | -2 | 1 | -4 | 92 | -0.75 | 1310 | 1 | 0.6 | 36 | 1 | 8
Cn1c(=O)n(CC(=O)Nc2ccc(F)cc2)c2ccccc21 | 7 | 1 | -1 | 95 | . | 1662 | 6 | 1 | 4 | 7 | 9
Cc1nc2ccccc2nc(=O)c1NNc1ccccc1 | 1 | 1 | 6 | 89 | 6.4* | 1565 | -32 | 0.9 | 6 | 3 | 16
O=C(c1ccccc1)c1nc2ccccc2[nH]c1=O | 7 | 1 | 4 | 103 | . | 1475 | -8 | 0.9 | 6 | -3 | 7
N/C(=N\OS(=O)(=O)c1ccc2ccccc2c1)c1cccnc1 | -2 | 1 | 12 | 98 | 0.57 | 1724 | 6 | 1 | 3 | -4 | 8
Oc1csc(Cc2nc(-c3ccccc3F)cs2)n1 | -4 | 1 | -6 | 106 | 0.011 | 1385 | -49 | 1.2 | -24 | -3 | 6
c1cncc(-c2nc(-c3cccs3)cs2)c1 | 7 | 1 | 11 | 104 | -1.2 | 1552 | -15 | 0.7 | 33 | -1 | -2
O=C1c2cc3ccccc3c(-c3ccccc3)c2C(=O)N1c1ccccn1 | 14 | 1 | 19 | 108 | -0.1 | 1614 | 10 | 0.8 | 16 | 4 | -6
O=S1(=O)CCC(NC(=S)SCCOc2ccccc2)C1 (centres undefined) | 1 | 0.9 | 9 | 97 | -5* | 1656 | 12 | 0.5 | . | 4 | 10
Cc1noc(C)c1COC(=O)Cn1c(C)nc2ccccc21 | 3 | 1 | 3 | 102 | . | 1545 | 5 | 1 | -3 | -11 | 7
CC(C)(C)CN1CCNC(=O)C1CC(=O)NCc1cccc(-n2cccn2)c1 (centres undefined) | 12 | 1.1 | 6 | 96 | 0.022 | 1683 | 3 | 1.1 | -14 | 3 | 5
O=C(NCc1ccc(/C=c2\sc3n(c2=O)CCN=3)o1)C(=O)Nc1ccccc1 | 2 | 1 | 12 | 96 | -0.073 | 1503 | -4 | 1.2 | -23 | 3 | 8
Cc1cccc(N2C(=O)SC(SC(=Nc3ccccc3)Nc3ccccc3)C2=O)c1 (centres undefined) | 3 | 1 | -2 | 108 | 0.28 | 1444 | -30 | 1.2 | -22 | 1 | -12
O=C(Nn1c(C2CC2)nc2ccccc2c1=O)c1ccco1 | -6 | 1 | -1 | 111 | 0.31 | 1715 | -3 | 0.9 | 13 | -3 | -8
